TSG101-PTAP inh – blocks PTAP/TSG101 interaction to inhibit HIV-1 budding. Q99816. Fluorescence polarization, FITC-PTAP peptide / Tsg101 binding. Potency, µM (titrated, usually from 115 µM), for the others: top-dose activity change, negative = inhibition, actives largely listed as inhibitors. 340,000 tested, under 10 active. AID 493005; active means well fitted inhibition curve with a large enough effect in the main read-out, with a control signal flat, not every such curve was filed as active; inconclusive means small, poorly fitted or top-dose-only effect, or effect the other way, or a change in a side signal; inactive means no such curve, though single readings can be large or run the other way; further: potency means the concentration at half of the fitted maximal effect; % of control where 0% means no effect
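Fluorescence anisotropy tracks displacement of a FITC-tagged PTAP peptide (50 nM) from the Tsg101 binding domain (10 uM), following a 20 min room-temperature incubation at pH 7.5.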
B2AR arrestin – beta2AR (human) beta-arrestin recruitment activity | P07550 | beta-arrestin recruitment to beta2AR, cell-based reporter | Potency, µM (titrated, usually from 46.1 µM), inactives show at the top dose activation, most hits filed as activators | actives 0.02% (n = 330,000) | AID 492947;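 further: potency means the concentration at half of the fitted maximal effect; 0% = DMSO controls and full agonism = EC100 isoproterenol or metaproterenol; nearly all actives have a fitted effect of over 65% in size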
ELG1 repair inh – inhibitors of ELG1-dependent DNA repair in HEK293T cells; HEK293T ELG1-luciferase reporter, luminescence, 16 h; DNA damage induced by 5-fluorouridine; Potency, µM (titrated, usually from 46.1 µM), for the others: at the highest dose activity change, negative = inhibition, actives largely listed as inhibitors; actives 2.3% (n = 330,000); AID 504467; further: potency means the concentration at half of the fitted maximal effect; on the % scale 0 is the no-effect control and ±100 the full control effect; nearly all actives have a fitted effect of over 55% in size
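Reporter activity after DNA damage by 5-fluorouridine is monitored. Compound-treated cells incubate 16 hr at 37 °C, then ONE-Glo is added for 30 min before luminescence reading.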
a7 integrin act – activates integrin-mediated alleviation for muscular dystrophy; alpha7betagal myoblasts, beta-gal FDG fluorescence, 48 h; Potency, µM (highest dose often 38.3 µM), without a hit: top-dose activation, usual class: activators; actives 0.064% (n = 350,000);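 further: potency means the concentration at half of the fitted maximal effect; 100% = response of the positive control SU9516; nearly all actives have a fitted effect of over 60% in size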
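Alpha7betagal+/- myoblasts (passage 13) were plated 16-24 hr, then exposed to compounds (1:260 dilution of DMSO stock) for 48 hours at 37C. After MPER lysis, β-galactosidase reporter activity was read as FDG fluorescence (ex 480/em 540) after 30 minutes.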
p53 reactivation – mutant p53 re-activation in reporter cells; H1299 p53-A138V BP100-luciferase reporter, luminescence, 24 h; Potency, µM (titrated, usually from 92.2 µM), for inactives: top-dose activity change, positive = activation, usual class: activators; actives 0.063% (n = 320,000); AID 504706; further: potency means the concentration at half of the fitted maximal effect; % of control where 0% means no effect; nearly all actives have a fitted effect of over 45% in size
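p53-null H1299 cells stably carrying temperature-sensitive p53-A138V and a BP100-luciferase reporter were pinned with compounds (4-point, 1:5 series) and held 24 hrs at 37 deg C. Luminescence was read 10 min after detection reagent.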
MLL CXXC-DNA inh – inhibitors of human MLL CXXC domain-DNA interaction | Q03164 | MLL-CXXC / FITC-HOXA9 DNA fluorescence polarization | Potency, µM (series often up to 115 µM), inactives show at the highest dose activity change, negative = inhibition, hits mostly inhibitors | actives 0.037% (n = 290,000); active means well fitted inhibition curve with a large enough effect in the polarisation, with a control signal flat, not every such curve was filed as active; inconclusive means small, poorly fitted or top-dose-only effect, or effect the other way, or a change in a side signal; inactive means no such curve, though single readings can be large or run the other way; the % refers to the polarisation; further: potency means the concentration at half of the fitted maximal effect
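Fluorescence polarization: 7 uM MLL-CXXC (stock) preincubated 5 min with compounds, then 50 nM fluorescein-HOX-A9 DNA (stock) added; 30 min ambient. Buffer 50 mM Tris-HCl pH 7.5, 50 mM NaCl, 1 mM DTT, 0.05% BSA.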
TRPV1 ag – human TRPV1 agonism; TRPV1-expressing cells, Fluo-8 calcium influx, agonist mode; activation, % at 8.33 µM; actives 0.19% (n = 320,000); AID 540275; in the data active means activation above about 80%; inconclusive means between about 30% and that limit; further: 0% is about no effect
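Fluo-8 calcium influx in TRPV1-expressing cells, kinetic read (ex 480/em 520 nm). Compound added and read 3 min for agonist activity, followed by capsaicin at EC20 final and 2 min further read for enhancement.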
BRCA1 expr up – BRCA1 expression activation | Potency, µM (series often up to 46.1 µM), inactives show at the top dose activation, most hits filed as activators | MCF7-BRCA1-FFLuc reporter, luminescence, 48 h; response scale: scaled: vehicle 0%, 10 µM genistein 100% | AID 624202 | actives 1.1% (n = 380,000); further: potency means the concentration at half of the fitted maximal effect; nearly all actives have a fitted effect of over 80% in size; some results filed as inactive show a strong effect at the top dose
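Reporter cells (MCF7, BRCA1 promoter-firefly luciferase) received library compounds across a concentration series for 48 h. End-point luminescence was measured and concentration-effect curves derived after normalization.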
A-T KAP1 phos – potential ataxia-telangiectasia treatment; […] A-T fibroblasts, KAP-1 phosphorylation AlphaLISA; neocarzinostatin DNA damage 30 min before lysis; Potency, µM (series often up to 57.5 µM), inactives show at the highest dose activation, hits mostly activators; actives 0.19% (n = 320,000); further: potency means the concentration at half of the fitted maximal effect; % of control where 0% means no effect; nearly all actives have a fitted effect of over 45% in size
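ATM-like activity read as KAP-1 phosphorylation via AlphaLISA donor/acceptor antibody pairs after lysis and 6 hr at 25C. Cells were ATM-null patient fibroblasts ([…], hTERT), dosed 60 min, then exposed to the DSB inducer NCS for 30 min.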
TCR activator – T cell receptor activation | Potency, µM (series often up to 9.22 µM), without a hit: at the highest dose activation of IL-2 secretion, most hits filed as activators | primary human leukocytes, anti-CD3, IL-2 HTRF, 48 h | AID 504894 | 330,000 tested, under 10 active; further: % of control where 0% means no effect
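1) Mix primary human leukocytes, a-CD3 beads and compound. 2) Incubate 48 hr. 3) Add HTRF IL-2 reagents (a-IL-2-K, a-IL-2-d2).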
Starred values were filed as active, the others as inactive; ? = inconclusive; nt = no result given; [ ] = another dose, or the depositor's remark. Unless noted, the call rests on the fitted dose curve; in most records, active means well fitted curve in the direction sought with a large enough effect; inconclusive means small, poorly fitted or top-dose-only effect, or another doubt; inactive means no such curve, though single readings can be large; an effect the other way counts as inactive or inconclusive.

| # | structure | TSG101-PTAP inh | B2AR arrestin | ELG1 repair inh | a7 integrin act | p53 reactivation | MLL CXXC-DNA inh | TRPV1 ag | BRCA1 expr up | A-T KAP1 phos | TCR activator |
| --- | --- | --- | --- | --- | --- | --- | --- | --- | --- | --- | --- |
| 1 | CCCN(CCC)S(=O)(=O)c1ccc(C(=O)Nc2ccc(S(=O)(=O)Nc3nnc(CC)s3)cc2)cc1 | -14.1% | 0.5% | 3.5% | ? | nt | -4.7% | 12.0 | 2.7% | -2.2% | 6.8% |
| 2 | CCOC(=O)C1(CCOc2ccccc2)CCN(Cc2ccc(-n3cccn3)cc2)CC1 | -4.8% | 0.3% | ? | 7.2% | 0.5% | -0.5% | -1.5 | -50.2% | -1.2%[11.5 µM] | -8.0% |
| 3 | C#Cc1ccc(CN2CCC(C(=O)Nc3ccc(Oc4ccccc4)nc3)CC2)cc1 | 0.1% | 0.0% | ? | -54.0%[inhibitor] | ? | 0.3% | -1.8 | -27.2% | 5.9% | -1.7% |
| 4 | Cc1ccc(NC(=O)COC(=O)CC2CC3CCC2C3)cc1S(=O)(=O)N1CCOCC1 (configuration not stated) | -1.0% | -0.4% | -0.3% | -11.9% | -1.4% | nt | nt | -5.8% | 0.6% | -6.1% |
| 5 | CN(C)S(=O)(=O)N1CCN(C(=O)c2cccc(Br)c2)CC1 | 0.5% | 0.6% | -3.3% | 18.4% | 0.8% | 13.2% | -0.7 | 6.9% | 1.7% | 10.0% |
| 6 | CC(=O)C1=C(C)OC2(O)c3ccccc3C(=O)C12O (configuration not stated) | -9.4% | -0.7% | -4.4% | 21.5% | 0.0% | ? | -2.8 | -7.2% | -11.5% | 11.8% |
| 7 | NS(=O)(=O)c1ccc(NC(=O)COC(=O)/C(=C/c2cccs2)c2cccs2)cc1 | 1.9% | -0.1% | -16.5% | -1.5% | -0.5% | -1.0% | ? | -16.7% | 5.1% | -0.7% |
| 8 | O=C(NC(=S)NCc1cccnc1)c1cc(Br)ccc1Cl | -4.3% | 3.7% | ? | ? | -16.2% | 47.4%[activator] | 1.3 | -3.2% | -4.8% | 1.5% |
| 9 | COc1cc(C)ccc1Oc1ccc([N+](=O)[O-])cc1 | -0.2% | nt | nt | 25.7% | nt | nt | nt | -31.5% | nt | -3.6% |
| 10 | CSc1nnc(C2CCN(CC(=O)Nc3ccccc3N3CCOCC3)CC2)n1C | 0.2% | -0.2% | 13.6% | 16.0% | 1.5% | -0.8% | 1.8 | -3.4% | 3.2% | 10.7% |
| 11 | CC(NC(=O)c1cnc2ccccc2n1)c1ccccc1 (configuration not stated) | -9.9% | -0.1% | ? | 11.8% | 10.1% | 2.8% | 3.2 | -28.3% | -0.8% | 5.4% |
| 12 | COc1ccc(S(=O)(=O)n2nc(OCc3cccs3)cc2N)cc1 | -0.9% | 0.4% | -18.9% | -4.2% | -2.2% | 15.1% | -6.2 | -15.3% | 6.5% | -2.2% |
| 13 | CN(C)c1cccc(C(=O)OCC(=O)NC(=O)NCc2ccccc2)c1 | -3.9% | 0.2% | -18.3% | -13.2% | -0.9% | nt | nt | 18.0% | 6.1% | 5.2% |
| 14 | CC1(C)Cc2nc(NC3CCCCC3)c(C#N)cc2CO1 | -0.9% | -0.3% | -7.3% | -0.9% | 0.7% | -5.5% | 17.8 | -6.8% | -2.6% | -1.1% |
| 15 | Nc1nc(SCC(=O)NCCOCCO)nc2sc3c(c12)CCCC3 | -1.9% | 0.2% | 14.5% | -2.8% | 1.0% | 6.3% | -1.1 | 41.4% | 9.0%[11.5 µM] | -6.9% |
| 16 | N#CCCn1cc(C(=O)Nc2ccccn2)c(-c2ccccc2)n1 | 2.2% | -0.1% | -4.7% | 10.7% | nt | 1.1% | 2.1 | 5.6% | 3.5% | -2.3% |
| 17 | CCOC(=O)c1cnn(CC2CCCCC2)c1N | 0.5% | -1.1% | ? | -28.4% | 2.5% | 6.6% | 6.5 | 58.5% | 2.8% | -0.3% |
| 18 | CS(=O)(=O)N1CCN(c2ccc([N+](=O)[O-])cc2C(F)(F)F)CC1 | 1.8% | 0.2% | 17.9% | -7.2% | 10.1% | -1.3% | 2.7 | -14.0% | -7.7% | -0.6% |
| 19 | COc1ccccc1C=NNC(=O)NN=Cc1ccccc1OC | -1.3% | nt | nt | -0.7% | nt | nt | nt | 39.0% | nt | -4.7% |
| 20 | CC(=O)Oc1ccc(NC(=O)CCC2CCCCC2)c(C(=O)O)c1 | -9.1% | -0.2% | 12.5% | -18.3% | -5.6% | 0.5% | -6.1 | 3.1% | 1.5% | 3.8%[46.1 µM] |
| 21 | O=C(Cc1n[nH]c(=O)c2ccccc12)OCC(=O)c1ccccc1 | -0.7% | 0.0% | ? | 21.4% | -5.3% | nt | 0.8 | -15.2% | 3.7% | -1.5% |
| 22 | O=[N+]([O-])c1cc(S(=O)(=O)N2CCOCC2)ccc1NS(=O)(=O)c1ccccc1 | -1.1% | -0.4% | -5.6% | -3.2% | 7.8% | nt | nt | -7.6% | -11.5% | 2.4%[46.1 µM] |
| 23 | CN(C(=O)c1cccc(NC(=O)Cc2cccc(NC(=O)C3CCN(C(=O)C4CC4)CC3)c2)c1)C1CCC1 | -0.8% | nt | nt | -0.3% | nt | nt | nt | -12.6% | nt | -4.8% |
| 24 | CCN(CC)C(=O)/C(=C\c1ccc2c(c1)OCO2)NC(=O)c1ccc(Br)cc1 | -2.3% | 0.4% | -10.7% | 0.0% | 6.6% | -6.2% | -1.3 | -13.5% | 0.9% | 3.3% |
| 25 | CC(C)c1nccn1S(=O)(=O)c1cc([N+](=O)[O-])ccc1Cl | -1.0% | -0.6% | ? | -9.5% | -2.4% | -12.2% | 2.0 | 0.1% | -4.4% | -1.6% |

Arranged by molecular weight (largest number first): some entries from above.
| # | structure | TSG101-PTAP inh | B2AR arrestin | ELG1 repair inh | a7 integrin act | p53 reactivation | MLL CXXC-DNA inh | TRPV1 ag | BRCA1 expr up | A-T KAP1 phos | TCR activator |
| --- | --- | --- | --- | --- | --- | --- | --- | --- | --- | --- | --- |
| 23 | CN(C(=O)c1cccc(NC(=O)Cc2cccc(NC(=O)C3CCN(C(=O)C4CC4)CC3)c2)c1)C1CCC1 | -0.8% | nt | nt | -0.3% | nt | nt | nt | -12.6% | nt | -4.8% |
| 7 | NS(=O)(=O)c1ccc(NC(=O)COC(=O)/C(=C/c2cccs2)c2cccs2)cc1 | 1.9% | -0.1% | -16.5% | -1.5% | -0.5% | -1.0% | ? | -16.7% | 5.1% | -0.7% |
| 2 | CCOC(=O)C1(CCOc2ccccc2)CCN(Cc2ccc(-n3cccn3)cc2)CC1 | -4.8% | 0.3% | ? | 7.2% | 0.5% | -0.5% | -1.5 | -50.2% | -1.2%[11.5 µM] | -8.0% |
| 5 | CN(C)S(=O)(=O)N1CCN(C(=O)c2cccc(Br)c2)CC1 | 0.5% | 0.6% | -3.3% | 18.4% | 0.8% | 13.2% | -0.7 | 6.9% | 1.7% | 10.0% |
| 13 | CN(C)c1cccc(C(=O)OCC(=O)NC(=O)NCc2ccccc2)c1 | -3.9% | 0.2% | -18.3% | -13.2% | -0.9% | nt | nt | 18.0% | 6.1% | 5.2% |
| 18 | CS(=O)(=O)N1CCN(c2ccc([N+](=O)[O-])cc2C(F)(F)F)CC1 | 1.8% | 0.2% | 17.9% | -7.2% | 10.1% | -1.3% | 2.7 | -14.0% | -7.7% | -0.6% |
| 20 | CC(=O)Oc1ccc(NC(=O)CCC2CCCCC2)c(C(=O)O)c1 | -9.1% | -0.2% | 12.5% | -18.3% | -5.6% | 0.5% | -6.1 | 3.1% | 1.5% | 3.8%[46.1 µM] |
| 19 | COc1ccccc1C=NNC(=O)NN=Cc1ccccc1OC | -1.3% | nt | nt | -0.7% | nt | nt | nt | 39.0% | nt | -4.7% |
| 21 | O=C(Cc1n[nH]c(=O)c2ccccc12)OCC(=O)c1ccccc1 | -0.7% | 0.0% | ? | 21.4% | -5.3% | nt | 0.8 | -15.2% | 3.7% | -1.5% |
| 17 | CCOC(=O)c1cnn(CC2CCCCC2)c1N | 0.5% | -1.1% | ? | -28.4% | 2.5% | 6.6% | 6.5 | 58.5% | 2.8% | -0.3% |
